Compound activity (PubChem BioAssay)
CHOP inhibitor: inhibitors of CHOP induction in ER stress response; 220,000 compounds, 3.8% hits; inhibition, % at 10 µM; CHO-K1 CHOP-promoter luciferase, tunicamycin-induced, 15-18 h;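 active = compounds that reduced the stress-induced luciferase reporter signal by more than about 70% of percent inhibition, limit read from the data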;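 also: 0% = tunicamycin plus vehicle and 100% = wells without tunicamycin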
Wee1 stabilizer: inhibitors of human Wee1 degradation; P30291; HeLa Luc-Wee1K328M stability, luciferase luminescence; 100% = proteasome inhibitor MG132 effect; reporter increase, % at 5 µM; 220,000 compounds, 1.2% hits; AID 1321;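 active = activation above the mean of all tested compounds plus 3 SD, set per screening run, cut at about 8.8% in these data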;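 also: cells exposed to compound for 20 h before luminescence read; 0% = DMSO alone and 100% = MG132 at 30 µM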
L929 necroptosis: blocks zVAD induced death of L929 cells. L929 zVAD necroptosis rescue, ATP luminescence, 24 h; with zVAD 60 µM. viability rescue, % at 10 µM. 220,000 compounds, 0.38% hits;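 active = activation, scaled between plate controls, above about 75%, limit read from the data; inactive = activation under that limit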;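 also: 0% = zVAD with DMSO and 100% = DMSO alone without zVAD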
TNF death inh: inhibitors of TNF-alpha induced necroptosis in Jurkat FADD-/- cells; activation (protection from cell death), % at 10 µM; 220,000 compounds, 0.068% hits; Jurkat FADD-/- TNF necroptosis rescue, ATP luminescence, 24 h; 0 = TNF only, 100 = no-TNF cells; AID 463075;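 active = activation, meaning protection from cell death, of at least 50% relative to plate controls; inactive = activation below 50%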;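 also: necroptosis triggered by 40 ng/mL TNF-alpha added together with compound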
TbHK1 inh: blocks Trypanosoma brucei hexokinase 1 activity; recombinant TbHK1, G6PDH-coupled NADH A340; inhibition, % at 10 µM; 220,000 compounds, 0.11% hits;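 active = inhibition of 50% or more in the single-dose primary screen; inactive = inhibition below 50%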
FXIa inh: blocks human coagulation factor XIa protease activity; P03951; purified FXIa, Boc-Glu-Ala-Arg-AMC fluorogenic substrate; inhibition, % at 5 µM; 220,000 compounds, 0.14% hits; AID 798;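 active = inhibition of at least 40%; inactive = inhibition below 40%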;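 also: fluorescence of freed AMC excited at 355 nm; 0% = enzyme without compound and 100% = no enzyme blank; many of its hits are not listed in these tables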
PGE2 EP2 inh: EP2 receptor (human) inhibition. inhibition, % at 25 µM. P43116. C6 glioma cells expressing human EP2, cAMP TR-FRET; cells stimulated with saturating PGE2. 260,000 compounds, 0.52% hits;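 active = percent inhibition above 40 after rounding to a whole number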;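 also: rat C6 glioma host cells with rolipram phosphodiesterase inhibitor present; the protocol text gives 20 µM as final concentration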
Target sequence (P43116 whole entry, looked up): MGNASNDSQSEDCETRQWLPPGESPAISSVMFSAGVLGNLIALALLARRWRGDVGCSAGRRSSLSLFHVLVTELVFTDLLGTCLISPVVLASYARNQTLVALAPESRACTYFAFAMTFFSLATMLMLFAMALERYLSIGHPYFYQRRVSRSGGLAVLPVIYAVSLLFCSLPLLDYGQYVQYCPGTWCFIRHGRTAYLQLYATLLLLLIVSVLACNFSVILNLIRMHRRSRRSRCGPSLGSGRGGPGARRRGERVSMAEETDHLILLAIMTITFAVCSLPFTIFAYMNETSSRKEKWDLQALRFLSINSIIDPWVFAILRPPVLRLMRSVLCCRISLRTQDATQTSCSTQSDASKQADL
PPC-1+TRAIL kill: kills PPC-1 cancer cells in the presence of TRAIL; PPC-1 cells + TRAIL, ATPLite viability luminescence; cell killing (% activity), % at 4 µM; 220,000 compounds, 0.41% hits; AID 1443;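 active = cell killing above 50% in the first pass at 4 µM, then a duplicate retest at 5 µM averaging 50% or more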;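 also: plate controls were cells with TRAIL plus DMSO for no effect and medium-only wells lacking cells for full effect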
FXIIa inh 1536: inhibitors of human coagulation factor XIIa | P00748 | purified FXIIa, Boc-QGR-AMC fluorogenic substrate, 2 h | inhibition, % at 5 µM | 220,000 compounds, 0.3% hits | AID 800; in the data active = inhibition above about 40%;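 also: 0% = enzyme with no compound and 100% = blank without enzyme; many of its hits are not listed in these tables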
Target sequence (P00748 20-372 limits assumed): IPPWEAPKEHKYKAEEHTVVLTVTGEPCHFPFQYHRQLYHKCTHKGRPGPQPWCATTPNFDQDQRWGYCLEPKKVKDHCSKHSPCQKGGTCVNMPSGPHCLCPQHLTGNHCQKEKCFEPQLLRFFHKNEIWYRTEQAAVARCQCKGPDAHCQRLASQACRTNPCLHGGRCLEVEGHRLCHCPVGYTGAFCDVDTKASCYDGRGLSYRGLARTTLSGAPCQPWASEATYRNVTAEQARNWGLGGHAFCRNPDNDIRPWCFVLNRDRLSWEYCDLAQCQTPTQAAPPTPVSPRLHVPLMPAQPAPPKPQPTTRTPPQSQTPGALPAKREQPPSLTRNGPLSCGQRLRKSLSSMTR
Target sequence (P00748 373-615 limits assumed): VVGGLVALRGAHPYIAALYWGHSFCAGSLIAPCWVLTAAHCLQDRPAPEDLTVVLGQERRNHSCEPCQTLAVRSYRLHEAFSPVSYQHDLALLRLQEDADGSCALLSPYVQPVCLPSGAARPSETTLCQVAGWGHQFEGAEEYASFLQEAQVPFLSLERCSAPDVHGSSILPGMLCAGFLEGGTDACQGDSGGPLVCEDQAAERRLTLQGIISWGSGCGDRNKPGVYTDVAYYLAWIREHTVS
* marks the source's active call; other numbers are inactive results; x = no result given; & = joins results of further samples; [ ] = remark or other dose. This is a subset; the hit share may differ from the screen's.

SMILES	CHOP inhibitor	Wee1 stabilizer	L929 necroptosis	TNF death inh	TbHK1 inh	FXIa inh	PGE2 EP2 inh	PPC-1+TRAIL kill	FXIIa inh 1536
COc1ccc(N2CCN(C(=O)CCNS(=O)(=O)c3ccc(Br)s3)CC2)cc1	27	-1	0.3	-0.2	-6	5	12	18	11
COCCCNC(=O)CSc1nc2c(sc3ccccc32)c(=O)n1CCCC(=O)NCC1CCCO1 (stereo not given)	44	0	1.4	-0.2	-17	-4	10	16	10
CCOc1ccc(S(=O)(=O)N(C)c2ccc(OCC(=O)NCCc3ccc(OC)cc3)cc2)cc1	17	1	-0.1	1.6	-6	2	5	-9	5
Cc1nc(-c2ccccc2)cn(O)c1=O	-1	3	2.6	3.1	-15	0	4	16	4
CCNc1nc2cccnc2s1	2	-1	0.2	0.6	9	2	3	21	5
COCCn1c(C)cc(C(=O)CSc2nnc(-c3cccnc3)n2-c2ccccc2F)c1C	25	-1	-0.1	-5.3	-9	4	9	5	6
COc1ccc(CC2(CO)CCN(Cc3ccncc3)CC2)cc1	2	-3	2.8	2.2	-6	0	1	1	-2
O=C(O)CC/C(=N\NC(=O)c1ccccc1)c1cccs1	-9	2	1.0	1.9	-19	-11	3	30	-2
O=C(CN1C(=O)C2C3C=CC(C4CC34)C2C1=O)Nc1cnc2ccccc2c1 (stereo not given)	19	-2	75*	5.2	-4	-5	3	25	8
CC(NC(=O)c1cccc(C(F)(F)F)c1)C(c1ccccc1)N1CCOCC1 (stereo not given)	13	-4	0.5	2.3	-1	3	6	24	7
Cc1oc(C)c2c(=O)ccc3c(c12)OC(N)=C(C#N)C3c1ccc(F)cc1 (stereo not given)	28	-2	-0.5	-1.5	-7	5	12	18	12
CS(=O)(=O)N1CCN=C1SCc1ccc([N+](=O)[O-])cc1	-6	9.1*	1.4	1.7	-3	-3	16	14	0
CN(Cc1ccc(OCC(O)CN(C)Cc2ccccc2)cc1)Cc1nccn1C (stereo not given)	7	1	0.2	1.4	-7	5	6	25	10
Cc1ccc(CC(=O)NCCCc2ccccc2)cc1	7	7	0.3	5.5	-3	10	8	16	26
NC(N)=NC(=S)Nc1ccc(Cl)cc1	-17	-1	1.6	-1.4	-20	-3	10	10	0
COc1cccc(C2C(C#N)=C(N)Oc3cc(N)ccc32)c1OC (stereo not given)	-4	-1	x	0.5	3	0	7	4	3
COCc1nnc(NC(=O)c2ccc(S(=O)(=O)N(C)c3ccccc3)cc2)o1	21	-1	3.1	-0.1	-2	7	9	14	12
Cc1ccnc(NC(=S)NC(=O)c2cncc(Br)c2)c1	-28	0	-0.7	0.5	25	4	9	7	7
CCOc1ccccc1OCCCC(=O)Nc1nc2ccccc2[nH]1	27	4	2.8	2.6	5	-2	2	9	5
O=C(c1n[nH]c(=O)c2ccccc12)N1CCOCC1	17	0	1.4	0.5	-8	2	20	-6	6
CN(C)C(/C=C/Nc1ccc(F)cc1)=C(C#N)C#N	-4	-1	0.0	-2.1	-16	-4	2	-4	11
Cc1cc(NC(=O)/C=C/c2ccc(F)cc2)n(-c2nc3ccccc3[nH]2)n1	-6	1	-0.4	2.1	-8	7	2	45	10
CCOc1ccccc1-n1nnnc1SCC(=O)NCc1ccco1	3	-2	-0.2	-0.5	2	-1	7	15	11
CN1C(=O)C(O)(c2nnc(-c3ccccc3)o2)c2ccccc21 (stereo not given)	-32	0	2.1	0.8	-7	-7	8	5	3
CC(C)(C)OC(=O)N[C@@H](Cc1ccccc1)[C@H](O)c1ccco1	-3	x	-0.1	-1.8	-9	1	14	18	9
Cc1cccn2c(=O)c(C=O)c(Sc3ncccn3)nc12	8	0	14	-1.9	-8	0	6	22	7
CC(=O)Nc1ccc(Nc2nc(C)c([N+](=O)[O-])c(Nc3ccc(NC(C)=O)cc3)n2)cc1	-15	2	10	-7.4	-17	10	7	3	4
O=C(CSc1nnc2ccccn12)Nc1nsc(-c2ccccc2)n1	36	3	0.7	0.7	-4	8	6	18	9
COc1ccc(Cc2nnc(N/N=C/c3ccc(O)cc3)[nH]c2=O)cc1OC	84*	-2	47	-9.7	-15	-1	12	28	2
O=C(O)CONC(=O)c1cc(OCC(F)(F)F)ccc1OCC(F)(F)F	-15	-3	0.3	-2.2	2	5	8	10	18
O=C(NCc1ccccc1)c1ccc(CN2CCOCC2)cc1	-8	-2	2.6	0.7	-1	-4	1	3	-5
CC(OC(=O)c1ccc(NS(=O)(=O)c2cccs2)cc1)C(=O)N(C)C1CCCCC1 (stereo not given)	13	-1	-1.1	0.8	-7	-5	0	-5	5
COc1nc(C)nc2c1sc1nc3c(cc12)COC(C)(C)C3	-11	6	-0.4	-0.3	-14	3	15	21	0
Cc1cc(C(=O)COC(=O)CNC(=O)c2ccco2)c(C)n1Cc1ccco1	17	-2	0.8	0.6	-3	8	7	22	14
CC1(O)c2ccccc2C(=O)N1CCc1ccccc1F (stereo not given)	35	2	1.5	0.4	0	8	16	20	14
CC1CCCCN1C(=O)CSc1nnc(Cc2ccccc2)n1C (stereo not given)	33	1	0.3	-1.2	4	5	6&19	7	11
O=C(C1CCCN1S(=O)(=O)c1ccc(Br)cc1)N1CCOCC1 (stereo not given)	-6	-2	0.0	0.1	-2	-7	9	28	0
O=C(Nc1cc(S(=O)(=O)N2CCOCC2)ccc1O)c1ccco1	-3	-3	0.0	-1.0	-13	-7	8	15	3
O=C1N/C(=C/c2cccn2-c2ccccc2)C(=O)N1Cc1ccc(F)cc1	61	-3	1.0	0.9	-15	-5	5	-4	-1
O=C(CCSCc1ccccc1Cl)NCc1ccco1	4	-2	-0.3	0.3	11	7	5	17	13
CCn1c(SCC(=O)Nc2cccc(C(C)=O)c2)nnc1C(C)C	-9	-2	0.3	0.6	-3	8	14	17	22
COC1=C(OC)C(=O)C(CCCCCCCCCCO)=C(C)C1=O	-28	-1	x	x	x	x	22	10	x
Cc1ccc(S(=O)(=O)N(C)C)cc1NC(=O)COC(=O)c1ccc2c(c1)OCCO2	4	0	0.5	-0.1	8	4	2	7	12
O=c1c2ccccc2cnn1Cc1n[nH]c(=S)n1-c1ccccc1F	6	-1	-0.2	0.6	3	-3	9	17	4
O=C(CSc1ncnc2c1nnn2-c1ccc(F)cc1)NCc1ccco1	7	0	0.0	-2.3	1	11	6	8	18
C/C(=N\N=C(c1ccccc1)c1ccccc1)c1cccs1	33	-1	0.0	-2.2	-6	3	7	-15	5
O=C(O)Cn1c(C(F)(F)F)nc2ccccc21	-14	-1	-0.2	0.1	3	3	-1	8	16
COc1ccccc1NS(=O)(=O)c1cc(NC(=O)C2CC2)ccc1N1CCOCC1	-7	1	-1.1	2.7	7	3	6	3	9
Cc1ccc(S(=O)(=O)NC(=NCC(=O)O)c2ccccc2)cc1	-23	-4	0.0	-0.8	7	0	3	-16	11
C=CCNC(=S)/C(=C(/[O-])c1ccccc1Br)[n+]1ccccc1	-13	1	-0.4	-0.1	-4	-3	9	14	4

New compounds follow
SMILES	CHOP inhibitor	Wee1 stabilizer	L929 necroptosis	TNF death inh	TbHK1 inh	FXIa inh	PGE2 EP2 inh	PPC-1+TRAIL kill	FXIIa inh 1536
CC(C)(C)c1ccc(-n2nc(C(N)=O)c(O)cc2=O)cc1	-4	4	-0.4	-0.1	7	-7	2	-10	3
COC(=O)CSc1c(-c2ccccc2)c2cc(Cl)ccc2[nH]c1=O	80*	-3	-0.1	-3.7	-11	-5	6	7	9
CN(C)c1ccc2nsnc2c1[N+](=O)[O-]	7	-2	1.0	-0.3	-26	-12	10	3	5
Cn1c(=O)n(Cc2ccccc2F)c(=O)c2c1nc1n2CCN1Cc1ccco1	7	4	2.0	0.8	-6	-4	11	16	4
COC(=O)C(C)(C)NC(=O)c1cccs1	-12	3	0.1	1.2	6	2	1	-3	8
COc1ccccc1CC(=O)Nc1cccc(C(=O)Nc2nccs2)c1	16	-2	3.5	11	-12	-2	5	15	0
COc1ccc(OC)c(S(=O)(=O)n2cccn2)c1	-10	1	0.9	0.8	1	5	6	-23	17
O=C(C[n+]1cccc(CNC(=O)c2ccc(OC(F)F)cc2)c1)Nc1ccccc1Cl	10	3	0.1	1.0	7	3	6	7	14
Cc1scc(C(=O)NNC(=S)NCC2CCCO2)c1C (stereo not given)	23	0	-0.2	-0.5	3	3	8	0	10
COC(=O)c1cn(CC(=O)NCc2ccco2)c2ccccc12	-20	1	-0.7	-1.6	-3	-5	12	5	-6

No new results follow: twelve of the compounds above.
SMILES	CHOP inhibitor	Wee1 stabilizer	L929 necroptosis	TNF death inh	TbHK1 inh	FXIa inh	PGE2 EP2 inh	PPC-1+TRAIL kill	FXIIa inh 1536
COc1ccc(N2CCN(C(=O)CCNS(=O)(=O)c3ccc(Br)s3)CC2)cc1	27	-1	0.3	-0.2	-6	5	12	18	11
COCCCNC(=O)CSc1nc2c(sc3ccccc32)c(=O)n1CCCC(=O)NCC1CCCO1 (stereo not given)	44	0	1.4	-0.2	-17	-4	10	16	10
CCOc1ccc(S(=O)(=O)N(C)c2ccc(OCC(=O)NCCc3ccc(OC)cc3)cc2)cc1	17	1	-0.1	1.6	-6	2	5	-9	5
Cc1nc(-c2ccccc2)cn(O)c1=O	-1	3	2.6	3.1	-15	0	4	16	4
CCNc1nc2cccnc2s1	2	-1	0.2	0.6	9	2	3	21	5
COCCn1c(C)cc(C(=O)CSc2nnc(-c3cccnc3)n2-c2ccccc2F)c1C	25	-1	-0.1	-5.3	-9	4	9	5	6
COc1ccc(CC2(CO)CCN(Cc3ccncc3)CC2)cc1	2	-3	2.8	2.2	-6	0	1	1	-2
O=C(O)CC/C(=N\NC(=O)c1ccccc1)c1cccs1	-9	2	1.0	1.9	-19	-11	3	30	-2
O=C(CN1C(=O)C2C3C=CC(C4CC34)C2C1=O)Nc1cnc2ccccc2c1 (stereo not given)	19	-2	75*	5.2	-4	-5	3	25	8
CC(NC(=O)c1cccc(C(F)(F)F)c1)C(c1ccccc1)N1CCOCC1 (stereo not given)	13	-4	0.5	2.3	-1	3	6	24	7
Cc1oc(C)c2c(=O)ccc3c(c12)OC(N)=C(C#N)C3c1ccc(F)cc1 (stereo not given)	28	-2	-0.5	-1.5	-7	5	12	18	12
CS(=O)(=O)N1CCN=C1SCc1ccc([N+](=O)[O-])cc1	-6	9.1*	1.4	1.7	-3	-3	16	14	0

Other entries.
SMILES	CHOP inhibitor	Wee1 stabilizer	L929 necroptosis	TNF death inh	TbHK1 inh	FXIa inh	PGE2 EP2 inh	PPC-1+TRAIL kill	FXIIa inh 1536
C=CCOc1c(Br)cc(CNc2ccc3[nH]c(=O)[nH]c3c2)cc1OCC	-90	1	1.1	3.3	-3	-8	8	36	6
O=C(Nc1nc2ccccc2[nH]1)c1ccc(F)cc1	10	-3	8.5	0.1	-2	-2	7	73*[5 µM]	12
Cc1cccn2c(=O)c(/C=C(\C#N)C(=O)NCc3ccco3)c(N3CCCCCC3)nc12	22	5	1.0	-0.6	-14	3	8	1	7
O=C(NCc1ccc2c(c1)OCO2)C1CCC(CNS(=O)(=O)c2cccc3nsnc23)CC1 (stereo not given)	0	-2	0.9	0.9	-1	-7	11	21	0
